# Bioassay records as filed in PubChem.
# HDAC3 inh – human HDAC3 inhibition. O15379. recombinant HDAC3, fluorogenic peptide/trypsin coupled, fluorescence. inhibition, % at 8.3 µM. hit rate 0.15% among 320,000; in the data active means inhibition above about 26%, passing the limit was not always enough; inconclusive means no clear call, values can overlap the other calls
# Target sequence (O15379 whole entry, looked up): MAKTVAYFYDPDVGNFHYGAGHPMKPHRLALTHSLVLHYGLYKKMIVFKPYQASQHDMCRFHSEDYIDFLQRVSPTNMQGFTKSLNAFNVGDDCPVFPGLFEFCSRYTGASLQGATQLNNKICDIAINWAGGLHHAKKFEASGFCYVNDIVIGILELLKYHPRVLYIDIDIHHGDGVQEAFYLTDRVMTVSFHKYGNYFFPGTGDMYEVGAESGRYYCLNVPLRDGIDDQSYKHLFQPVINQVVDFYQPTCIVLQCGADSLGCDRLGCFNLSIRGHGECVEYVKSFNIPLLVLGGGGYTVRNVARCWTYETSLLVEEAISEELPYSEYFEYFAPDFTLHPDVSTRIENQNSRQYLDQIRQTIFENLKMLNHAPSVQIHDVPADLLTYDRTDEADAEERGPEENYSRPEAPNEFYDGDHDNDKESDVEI
# HSF1 activator – increases HSF-1 driven luciferase reporter signal; activation, % at 9 µM; NIH3T3-HGL HSF-1 luciferase reporter, MG132, 8 h; 100% = twice DMSO control signal; hit rate 1.7% among 300,000; AID 504408;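 active means mean replicate activation of at least 50% with a set share of replicates each reaching 50%; inconclusive means only one of those two conditions met; inactive means mean below 50% and too few replicates reaching it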;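 further: 0% = median of the neutral control wells and 100% = twice that signal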
# PolyA inhibitor – yeast polyadenylation inhibition | S. cerevisiae SKY197-pL101 polyadenylation reporter, beta-gal luminescence; efflux-impaired pdr1/pdr3 knockout yeast; score 100 = 6 SD above DMSO | calls only at 12 µM | hit rate 0.02% among 300,000;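 active means lowest replicate activity score at least 50, where 100 means six control SD above control mean; inconclusive means lowest score under 50 but half or more replicates reach 50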;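 further: yeast exposed to compound for 9 h at 30 °C; higher score means more reporter readthrough which indicates perturbed polyadenylation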
# HSF1 inh – HSF1 inhibition; NIH3T3-HGL HSE-luciferase, MG132-induced, luminescence 8 h; stronger effect = lower value; hit rate 0.77% among 300,000; activity change, negative = inhibition, % at 7.5 µM (by protocol);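 active means more than half of replicate wells show activity change below -50%, luminescence cut by over half; inconclusive means some wells, but at most half, below -50%; inactive means no replicate well below -50%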;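 further: luciferase reports HSF-1 transcriptional activity via heat shock element; 0% = median of DMSO wells and -100% = zero luminescence signal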
# GSK3A inh – human GSK-3 alpha kinase inhibition | P49840 | ADP-Glo luminescence, 60 min | inhibition, % at 10 µM | hit rate 0.1% among 320,000;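 in the data active means inhibition above about 50%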;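 further: GST-tagged GSK-3 alpha with peptide substrate and 25 µM ATP; 0% = DMSO neutral wells and 100% = GW8510 positive control wells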
# Target sequence (P49840 whole entry, looked up): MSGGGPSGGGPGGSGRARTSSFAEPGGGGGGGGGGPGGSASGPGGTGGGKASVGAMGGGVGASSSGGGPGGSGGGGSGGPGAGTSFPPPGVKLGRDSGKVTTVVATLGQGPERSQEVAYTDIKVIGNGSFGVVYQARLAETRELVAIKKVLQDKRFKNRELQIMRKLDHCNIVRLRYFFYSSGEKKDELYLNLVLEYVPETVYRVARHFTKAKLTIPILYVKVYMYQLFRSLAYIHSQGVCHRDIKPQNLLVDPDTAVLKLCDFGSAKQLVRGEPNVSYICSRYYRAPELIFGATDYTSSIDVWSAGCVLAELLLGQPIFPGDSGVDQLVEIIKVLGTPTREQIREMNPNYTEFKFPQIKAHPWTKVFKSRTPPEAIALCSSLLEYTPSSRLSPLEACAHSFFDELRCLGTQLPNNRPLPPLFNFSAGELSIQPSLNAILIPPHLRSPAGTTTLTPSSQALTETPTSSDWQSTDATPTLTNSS
# DYRK1A inh – Dyrk1A (rat) kinase inhibition | hit rate 0.43% among 310,000 | ADP-Glo luminescence, NFATc1 peptide | inhibition, % at 12.5 µM; in the data active means inhibition above about 50%;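 further: plate controls were vehicle with enzyme for no effect and no enzyme for full effect; many of its hits are not listed in these tables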
# HSP90 refold inh – HSP90 refolding inhibition in rabbit reticulocyte lysate; luciferase refolding luminescence, 3 h; inhibition, % at 5.6 µM; hit rate 0.91% among 290,000;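 active means inhibition above the screen-wide mean plus 3 SD, computed separately per campaign, cut at about 16% in these data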;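 further: 0% = DMSO wells and 100% = 60 µM geldanamycin wells; inhibitors lower the luminescence because luciferase stays unfolded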
# AI-2 QS modul – Vibrio harveyi AI-2 quorum sensing modulation. activity change, % at 7.5 µM. Vibrio harveyi JMH597 AI-2 luminescence/OD600 ratio, 9 h; stronger effect = lower value; strain lacks LuxN and CqsS sensors; 0 = neutral-control median. hit rate 0.4% among 300,000; in the data active means activity change below about -75%, passing the limit was not always enough; inconclusive means no clear call, values can overlap the other calls;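 further: luminescence divided by OD600 gain over 9 h not by final OD600 alone; inactives centre near 13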
# GSK3beta inhib – blocks human GSK3beta kinase activity | P49841 | GST-GSK3beta kinase, ADP-Glo luminescence, 60 min; stronger effect = lower value | activity score (negative = inhibition), % at 10 µM | hit rate 0.038% among 300,000 | AID 2097;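 active means more than half of replicate wells score below -50%, meaning over 50% inhibition versus plate controls; inconclusive means some replicates but at most half score below -50%; inactive means no replicate scores below -50%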;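 further: 0% = median DMSO wells and -100% = median GW8510 positive control wells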
#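 Test system: GST-fused GSK3beta enzyme, cell-free | Quantity: 1.6 ng GST-GSK3beta enzyme per well | Reagent: 25 µM ATP with peptide substrate | Schedule: 60 min enzyme reaction, room temperature | Signal: Luminescent ADP-Glo measurement of ADP formed | Read-out basis: Score relative to plate controls | Control set: DMSO and 20 µM GW8510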
# Platelet DG rel – modulates dense granule release in human platelets; human platelet-rich plasma, SFLLRN dense granule ATP release, luminescence; inhibition, %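 (compounds screened at 7.5 µM in platelet-rich plasma)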; hit rate 0.22% among 300,000; AID 1663;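 active means mean replicate score, as percent of positive control, at or above 50; inconclusive means mean below 50 but at least one replicate at or above 50; inactive means mean and every replicate below 50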
# Active calls of the source: *; i = inactive; ? = inconclusive; · = not tested or not shown. The list is partial. The share of hits here may be higher or lower than overall.
SMILES,HDAC3 inh,HSF1 activator,PolyA inhibitor,HSF1 inh,GSK3A inh,DYRK1A inh,HSP90 refold inh,AI-2 QS modul,GSK3beta inhib,Platelet DG rel
O=C(NCCOc1ccccc1Cl)c1ncn[nH]1,-1.3,-3.9,i,2.1,-0.5,-1.6,-1.4,19.1,-0.1,10.1
CCn1ncc(Br)c1C(=O)Nc1ccc(C(=O)OC(C)C)cc1,-5.0,-0.1,i,-0.1,-1.3,6.8,0.3,24.0,-0.1,-1.2
COc1ccc(NC(=O)CSCC(=O)Nc2nnc(C3CC3)s2)cc1,-6.9,4.9,i,-4.2,0.2,-4.2,·,23.6,-2.2,2.6
CC(C)c1nnc(NC(=O)CCS(=O)(=O)Cc2ccccc2)s1,-6.7,10.8,i,2.1,-2.7,5.4,2.1,13.4,-7.1,-19.7
c1ccc(NCc2nnc3n2CCCCC3)cc1,4.8,13.0,i,2.4,-1.1,0.9,-0.9,8.2,-0.2,-1.5
CCn1c(Sc2nc(C)nc3scc(-c4cccs4)c23)n[nH]c1=O,6.3,29.2,i,15.7,0.4,1.9,-0.5,20.6,0.2,-3.5
CCN1c2ccccc2-c2nc3ccccc3n2C1c1ccncc1 (stereo not given),-6.7,26.5,i,-4.3,1.5,11.7,-0.1,21.3,0.8,1.0
CCn1c(SCC(=O)c2ccccc2)nc2sc3c(c2c1=O)CCN(C)C3,7.0,15.2,i,-1.6,-0.2,0.8,-6.3,12.5,0.0,-2.1
COc1cc(S(=O)(=O)N(Cc2cccs2)C2CC2)ccc1-n1cnnn1,-0.3,29.7,i,0.2,-3.4,·,-3.7,19.5,-0.8,-10.2
CC(=O)c1ccc(NC(=O)CCNS(=O)(=O)c2ccccc2F)cc1,3.7,-4.9,i,-13.9,0.7,-1.8,1.0,14.9,2.0,-1.5
CCCC[C@H]1COCCS(=O)(=O)N1Cc1ccc(Br)cc1,7.5,4.3,i,14.5,-2.8,6.9,-5.0,5.3,-1.6,-0.3
CC(=O)N1CCN(CC(=O)Nc2ccc([N+](=O)[O-])cc2Br)CC1,-2.5,-11.7,i,1.2,-2.8,·,-3.3,11.8,-0.3,-3.5
CCOC(=O)c1c(NC(=O)c2ccc(S(=O)(=O)N3CCOCC3)cc2)sc2c1CCN(C)C2,0.9,·,i,·,0.1,-2.1,-2.6,19.7,0.8,-0.3
Nc1ccc(SC(F)(F)F)cc1,·,-20.6,i,-15.0,·,1.9,3.1,18.1,4.8,-16.4
CCOC(=O)NNc1ccccc1,-2.2,1.0,i,-2.8,-2.7,-6.0,0.6,13.1,-5.6,-0.1
COC(=O)Cc1cc(OC)c(OC)cc1Cc1cc(OC)c(OC)cc1CC(=O)OC,-0.1,-23.1,i,-0.2,-2.6,-4.0,4.0,16.5,2.9,4.7
COCCN1CCN(C(=O)C2CCC(=O)N(Cc3cccc(C(F)(F)F)c3)C2)CC1 (stereo not given),4.8,-2.9,i,2.3,-0.2,-5.9,-3.2,3.0,1.1,-3.9
OCc1cn(-c2ccc(Cl)cc2)nn1,-2.0,-3.3,i,-2.1,-0.2,-1.6,-2.2,5.1,3.3,-1.0
C(=C\c1nc(-c2ccccc2)no1)/c1ccccc1,8.0,35.1,i,3.0,-3.7,-5.1,-5.3,-87.9*,-0.4,4.9
COC(=O)c1c(-c2cccnc2)csc1NC(=O)c1cc(C)on1,5.6,34.4,i,19.2,-1.0,2.3,-4.3,10.4,-1.1,-1.8
COc1ccccc1NC(=O)CSc1nc(N)c(-c2ccccc2)c(=O)[nH]1,1.4,17.5,·,0.2,0.3,0.4,-4.4,18.1,2.2,0.5
O=C(NC1C2CC3CC(C2)CC1C3)c1ccc(Br)o1 (stereo not given),6.5,-4.5,i,6.1,-0.8,0.3,8.8,29.4,0.3,-9.5
CCCc1nnc(SCC(=O)Nc2cccc(C(F)(F)F)c2)o1,1.6,-7.5,i,12.4,-0.4,3.1,-1.3,0.9,-2.1,20.0
COc1cc(CN2CCc3ccccc3C2)ccc1O,-0.5,20.0,i,5.8,-6.1,-3.5,-2.5,31.2,1.7,3.2
CCSc1nnc(-c2cccc(S(=O)(=O)N(CC)CC)c2)n1Cc1ccccc1,1.2,7.4,i,7.9,-0.8,-5.9,1.1,11.4,3.7,0.5
FC(F)(F)c1cccc(N2CCC(N=CN3CCCCCC3)=N2)c1,3.4,-9.3,i,-2.0,-1.0,-3.0,3.9,21.9,0.0,-1.4
O=C(O)c1ccc(S(=O)(=O)N2CCc3ccccc3C2)cc1,8.9,-1.5,i,-0.5,-5.1,11.3,-2.4,23.5,-0.2,7.9
CCN1CCCC1CNC(=O)c1ccc(Sc2ccc(F)cc2)c([N+](=O)[O-])c1 (stereo not given),3.9,20.6,i,0.8,1.6,·,-3.7,3.4,0.8,-18.3
Cc1ccc(N(CC(=O)N2CCCCCC2)S(=O)(=O)c2ccccc2)cc1,-2.0,0.0,i,-2.8,-1.0,2.2,3.0,105.4,-0.7,-0.8
Cc1ccc(-n2ncc3c(SCC(N)=O)ncnc32)cc1C,·,67.4*,i,27.3,·,-4.5,-1.1,13.7,-0.2,-0.4
CCC(Sc1nc(-c2ccccc2)cc(=O)[nH]1)C(=O)O (stereo not given),?,3.4,i,-4.1,-3.9,·,1.3,11.7,-0.2,6.2
COC(=O)c1cccc(NC(=O)c2nn(C)c(=O)c3ccccc23)c1,1.6,?,i,22.9,-1.0,3.2,-3.1,3.2,1.5,-5.3
CCCOc1ccc(/C=N/Nc2ccccn2)cc1OC,-2.7,13.0,i,18.2,-0.9,3.2,0.7,-4.2,1.4,2.6
Cc1nn(-c2ccccc2)c(C)c1/C=N/n1c(-c2ccc(Cl)cc2)n[nH]c1=S,0.5,?,i,20.0,-2.9,-1.5,-3.0,35.6,-1.2,-12.9
C=CCNC(=S)NNC(=O)COc1ccc(Br)cc1,-3.1,1.4,i,1.9,-0.5,0.6,-6.7,27.0,-1.6,-4.0
C#CCNC(=O)C1CCN(c2cc(C)nc(-c3ccccc3)n2)CC1,4.4,10.5,i,-3.4,-2.6,1.9,-3.5,15.4,1.0,0.6
O=C(O)CN1C(=O)S/C(=C\c2cccnc2)C1=O,0.9,0.6,i,2.0,0.8,-0.9,10.4,6.3,-3.0,-1.0
O=c1[nH][nH]c(C(F)(F)F)c1C=NCc1cccc(Cl)c1,4.3,-6.2,i,-9.7,2.4,3.3,-1.5,10.5,-1.9,3.5
CC(C)(C)NC(=O)NC(=O)COC(=O)CNC(=O)c1cc(Cl)cc([N+](=O)[O-])c1,4.5,-8.6,i,-4.2,-1.4,-2.3,-0.5,23.0,-3.0,9.4
O=C(COc1c(Br)cc(Br)c2cccnc12)N1CCCCC1,-0.4,6.8,i,4.6,0.9,3.1,1.6,15.4,-2.6,2.0
CCOC(=O)C1=C(CN2CCc3ccccc32)NC(=O)NC1c1cccc([N+](=O)[O-])c1 (stereo not given),6.3,39.3,i,22.7,0.4,-0.3,5.7,-17.6,2.9,-5.0
COc1ccc(CNC(=O)C(=O)NCC2OCCN2C(=O)c2ccc(OC)cc2)cc1 (stereo not given),-0.8,-5.8,i,-4.6,-0.7,-1.3,0.3,18.3,0.9,3.0
O=C(NCC(c1cccnc1)N1CCN(c2ccccc2F)CC1)OCc1ccccc1 (stereo not given),2.3,11.5,i,10.4,0.6,6.1,2.2,49.6,2.0,-7.4
Cc1ccc(N2CC(C(=O)OCc3ccc([N+](=O)[O-])cc3)CC2=O)cc1 (stereo not given),6.1,11.9,i,1.6,-2.3,1.2,0.8,10.6,0.8,-7.5
COc1cc(/C=N/NC(=O)Cc2cccs2)c([N+](=O)[O-])cc1OC,5.2,-3.2,i,3.3,-2.3,-1.8,1.1,24.9,-3.0,-3.1
CCOc1ccccc1N1C(=O)CC(Sc2ncccc2C(=O)O)C1=O (stereo not given),1.2,-14.9,i,-4.5,-1.0,-3.5,-3.1,21.5,1.5,2.9
CCCN1CN(Cc2ccco2)c2nc3ccccc3n2C1,3.2,3.1,i,-2.4,-3.3,-7.3,3.1,26.9,2.2,-5.4
CCOC(=O)CC(NC(=O)c1ccc(C)cc1)c1ccc(OC)cc1 (stereo not given),-3.6,5.1,i,6.9,-6.6,-0.2,-1.8,-1.1,2.4,-0.5
O=C(C1=C[C@@H](c2ccc(C(F)(F)F)cc2)C[C@@H](OCCCCO)O1)N1CCOCC1,1.5,14.0,i,5.4,-1.9,1.0,1.2,1.0,-18.0,8.5
NC(=O)c1ccccc1N/C=C/C(=O)c1ccc(F)cc1,·,40.7,i,19.4,·,-2.4,0.1,16.8,-0.7,39.1
COc1ccc(N2C(=O)CC(N3CCC(c4nc5ccccc5[nH]4)CC3)C2=O)cc1 (stereo not given),3.0,19.3,i,-7.9,-0.8,7.6,0.2,4.5,-1.9,2.8
O=C(N/N=C/c1cccc2ccccc12)c1cccs1,-2.1,31.6,i,15.8,-0.9,11.6,-0.6,13.1,1.0,-9.1
COc1ccc(CC(=O)OCc2nnc(-c3ccccc3)o2)cc1,4.9,2.8,i,0.5,2.4,8.7,2.6,15.6,1.1,1.2
Cc1c2ccccc2nc2c(F)c(N(C)C)c(F)c(F)c12,4.7,30.6,i,9.9,-0.9,4.9,2.0,-0.9,1.1,6.4
COc1ccc(C(=O)NC(C)c2nnc(SCC(=O)NC3CCCC3)n2C)cc1 (stereo not given),-3.5,7.7,i,-6.4,0.9,1.4,1.7,5.2,-0.7,-0.2
O=C(Nc1nnc(-c2ccc(Br)cc2)o1)C1=COCCO1,8.5,-3.3,i,-1.0,-2.2,8.4,·,10.6,-2.4,26.6
COc1cc(NS(=O)(=O)c2ccc(NC(=S)NC(=O)/C=C/c3ccc(F)cc3)cc2)ncn1,9.4,2.4,i,-3.1,-3.7,5.3,3.7,32.0,2.4,5.5
COc1ccc(C2CC(c3ccccc3)=NN2C(=O)COC(=O)c2ccc(S(C)(=O)=O)cc2)cc1 (stereo not given),-4.7,-7.6,i,2.7,-1.0,-4.6,·,13.9,-0.5,17.3
CCCCc1nc2ccccc2n1Cc1nnc2n1-c1ccccc1SC2,2.3,-1.4,i,5.3,1.7,-3.2,-0.1,9.2,-3.5,-0.2
O=C(Nc1ccccc1)Nc1cccn(Cc2c(F)cccc2Cl)c1=O,-3.8,32.6,i,13.7,-3.6,0.6,3.1,8.2,-0.4,-0.5

# Two entries from above, with the structure last.
HDAC3 inh,HSF1 activator,PolyA inhibitor,HSF1 inh,GSK3A inh,DYRK1A inh,HSP90 refold inh,AI-2 QS modul,GSK3beta inhib,Platelet DG rel,Molecule
2.3,-1.4,i,5.3,1.7,-3.2,-0.1,9.2,-3.5,-0.2,CCCCc1nc2ccccc2n1Cc1nnc2n1-c1ccccc1SC2
-3.8,32.6,i,13.7,-3.6,0.6,3.1,8.2,-0.4,-0.5,O=C(Nc1ccccc1)Nc1cccn(Cc2c(F)cccc2Cl)c1=O
